Chronic BCR inh: qHTS Assay to Find Inhibitors of Chronic Active B-Cell Receptor Signaling; ABC-DLBCL IkBa-CBG/CBR reporter, luminescence ratio, 4 h; Potency, µM (doses to about 46.1 µM), inactives show at the top dose ratio change, negative = lower green/red ratio, hits mostly inhibitors; 340,000 tested, 0.05% active; AID 493014, 2011; active = well fitted inhibition curve with a large enough effect in the signal ratio, with a control signal flat, not every such curve was filed as active; inconclusive = small, poorly fitted or top-dose-only effect, or effect the other way, or a change in a side signal; the % refers to the signal ratio;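 also: potency is read from the fitted curve at half-maximal effect; plate controls were basal doxycycline-induced cells for no effect and cells given 10 µM MG132 for full effect; MG132 reads +100%, hits lower the ratio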
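Compounds up to 46 uM were incubated four hours with TMD8 cells whose green CBG68 luciferase is fused to IkappaBalpha; red CBR luminescence normalised the signal, and concentration-effect curves were fitted to fusion, red and ratio data.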
uPA generation: qHTS for Inhibitors of Cell Surface uPA Generation | cell surface uPA generation assay, qHTS | Potency, µM (top dose mostly 38.3 µM), for the others: at the highest dose activity change, negative = inhibition, actives largely listed as inhibitors | 330,000 tested, 0.31% active | AID 540303, 2011; active = well fitted inhibition curve with a large enough effect; inconclusive = small, poorly fitted or top-dose-only effect; inactive = no such curve, though single readings can be large or run the other way; tested in mouse RAW 264.7 cells; also: potency is read from the fitted curve at half-maximal effect; nearly all actives have a fitted effect of over 55% in size
PKM2 act: qHTS Assay for Activators of Human Muscle isoform 2 Pyruvate Kinase. Pyruvate kinase PKM (Homo sapiens), P14618. purified PKM2, Kinase-Glo ATP luminescence, activation; response scale: 0% is enzyme alone, no compound. Potency, µM (highest dose often 57.5 µM), inactives show at the top dose activation, most hits filed as activators. 260,000 tested, 0.34% active. AID 1631, 2009; also: potency is read from the fitted curve at half-maximal effect; nearly all actives have a fitted effect of over 55% in size
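Purified hPK-M2 (>95%) run at intermediate activity with 0.1 mM ADP and 0.5 mM PEP in 50 mM imidazole pH 7.2, KCl, MgCl2; 1 h room temperature. ATP formed read by Kinase-Glo luminescence; normalized to uninhibited and no-enzyme controls.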
Giardia killer: Small Molecules that selectively kill Giardia lamblia: qHTS; activity change, % at 7.66 µM, hits read low; Giardia lamblia trophozoite viability; 340,000 tested, 0.15% active; in the data active = activity change below about -80%; inconclusive = between about -30% and that limit;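 also: parasites exposed to compound for two days anaerobically before the ATP read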
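Each well holds 100 Giardia trophozoites and compound. After two days (48 hrs) at 37 deg C in anaerobic conditions, ATP is quantified by luminescence.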
KCNH2 WT inh: qHTS for Inhibitors of KCHN2 3.1: Wildtype qHTS; U2OS, BacMam KCNH2, thallium flux FluxOr; stronger effect = lower value; activity change, % at 1.84 µM; 340,000 tested, 0.37% active; Voltage-gated inwardly rectifying potassium channel KCNH2 (Homo sapiens), Q12809;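 active = maximum activity change below -70%; inconclusive = maximum activity change between -70% and -50%; inactive = maximum activity change above -50%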
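U2OS cells transduced with wild-type KCNH2 virus are loaded with FluxOr dye for 45 min, and thallium flux is measured in kinetic reads before and after stimulation buffer. Rate constants are normalized to DMSO controls.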
GALK inh: qHTS Assay for Inhibitors of Human Galactokinase (GALK); Purified GALK, Kinase-Glo residual ATP luminescence; Potency, µM (titrated, usually from 57.5 µM), for inactives: at the highest dose activity change, negative = inhibition, usual class: inhibitors; 270,000 tested, 0.007% active; also: potency is read from the fitted curve at half-maximal effect
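Kinase-Glo Plus luminescence measured ATP left after a 1 h room-temperature reaction. The reaction used 5 nM GALK, 100 uM galactose and 35 uM ATP at pH 8.0 (20 mM HEPES, 5 mM MgCl2, 60 mM NaCl, 1 mM DTT, 0.01% BSA).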
B2AR arrestin: qHTS assay of beta-arrestin-biased ligands of beta2-adrenergic receptor; beta-arrestin recruitment to beta2AR, cell-based reporter; Potency, µM (highest dose often 46.1 µM), for inactives: at the top dose activation, most hits filed as activators; 330,000 tested, 0.02% active; AID 492947, 2010;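 also: potency is read from the fitted curve at half-maximal effect; 0% = DMSO controls and full agonism = EC100 isoproterenol or metaproterenol; nearly all actives have a fitted effect of over 65% in size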
Target sequence (P07550 whole entry, looked up): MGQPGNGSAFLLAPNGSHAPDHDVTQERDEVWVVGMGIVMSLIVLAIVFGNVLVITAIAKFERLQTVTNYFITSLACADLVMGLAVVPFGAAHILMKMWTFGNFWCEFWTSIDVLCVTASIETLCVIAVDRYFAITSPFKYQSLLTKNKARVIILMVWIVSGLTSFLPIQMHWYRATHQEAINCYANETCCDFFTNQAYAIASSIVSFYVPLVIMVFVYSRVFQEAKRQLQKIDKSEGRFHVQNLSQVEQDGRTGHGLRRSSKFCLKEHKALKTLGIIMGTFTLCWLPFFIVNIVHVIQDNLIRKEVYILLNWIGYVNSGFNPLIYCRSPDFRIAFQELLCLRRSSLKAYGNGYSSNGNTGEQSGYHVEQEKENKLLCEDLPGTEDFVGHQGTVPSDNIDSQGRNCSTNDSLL
USP2a block: qHTS Assay for Inhibitors of Ubiquitin-specific Protease USP2a Using CHOP2 as the Reporter. 330,000 tested, 0.01% active. Ubiquitin carboxyl-terminal hydrolase 2 (Homo sapiens), O75604. Potency, µM (doses to about 38.3 µM), inactives show at the top dose activity change, negative = inhibition, most hits filed as inhibitors. USP2 core, Ub-CHOP2 coupled fluorogenic reporter, 485/531;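 also: potency is read from the fitted curve at half-maximal effect; plate controls were DMSO wells for no effect and full inhibition by NEM control for full effect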
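Cell-free coupled assay: 10nM USP2 core preincubated 30min RT with compound in Tris-HCl pH 8.0/CaCl2/CHAPS buffer, then 25nM Ub-CHOP2 and 25nM reporter substrate; fluorescence (Ex 485/Em 531) read after 60min RT, normalized to NEM inhibition, concentration-response curves fitted.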
FBPA coupling cs: qHTS Assay for Inhibitors of Fructose-1,6-bisphosphate Aldolase from Giardia Lamblia: Coupling assay counterscreen | 290,000 tested, 0.67% active | activity change, negative = inhibition, % at 58.2 µM, hits read low | coupling enzyme system counterscreen, AmpLite Red fluorescence; in the data active = activity change below about -30%
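Compounds tested against the coupling enzymes alone at 57.5 uM final; readout was AmpLite Red fluorescence (525/598 nm) after 20 min at RT.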
Eya2 inh: qHTS Assay for Inhibitors of the Phosphatase Activity of Eya2; Protein phosphatase EYA2 (Homo sapiens), O00167; recombinant Eya2, OMFP fluorescence dephosphorylation (OMFP is methylfluorescein phosphate); Potency, µM (top dose mostly 76.9 µM), inactives show at the highest dose activity, negative = inhibition, hits mostly inhibitors; 330,000 tested, 0.006% active; AID 488837, 2010; also: potency is read from the fitted curve at half-maximal effect
Target sequence (O00167 whole entry, looked up): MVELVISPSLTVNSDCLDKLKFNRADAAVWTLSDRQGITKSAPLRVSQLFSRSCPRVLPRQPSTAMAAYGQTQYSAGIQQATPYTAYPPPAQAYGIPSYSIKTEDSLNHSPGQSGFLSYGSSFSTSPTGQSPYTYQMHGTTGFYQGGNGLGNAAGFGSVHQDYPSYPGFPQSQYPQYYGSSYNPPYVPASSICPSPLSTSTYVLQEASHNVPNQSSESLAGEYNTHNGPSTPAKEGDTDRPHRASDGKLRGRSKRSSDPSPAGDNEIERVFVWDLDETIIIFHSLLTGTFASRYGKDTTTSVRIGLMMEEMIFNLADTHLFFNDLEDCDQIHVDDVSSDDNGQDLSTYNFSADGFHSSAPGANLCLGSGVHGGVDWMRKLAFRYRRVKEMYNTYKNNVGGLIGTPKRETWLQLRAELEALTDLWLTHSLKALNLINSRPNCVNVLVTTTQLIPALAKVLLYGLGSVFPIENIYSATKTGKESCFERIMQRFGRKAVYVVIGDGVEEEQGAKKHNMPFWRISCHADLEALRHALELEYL
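Eya2 (0.2 uM) preincubated 10 min at ambient with compound, then OMFP substrate added at 50 uM; 10 min reaction in 50 mM HEPES pH 7.5, 50 mM NaCl, 5 uM MgCl2, 0.05% BSA, 1 mM DTT. Fluorescence read at Ex 485/Em 525 nm.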
KCNH2 3.1 inh: qHTS for Inhibitors of KCHN2 3.1: Mutant qHTS | activity change, % (tested at about 1.8 µM) | Potassium voltage-gated channel subfamily H member 2, brain isoform KCNH2 3.1 (human) | AID 720553, 2013 | U2OS KCNH2 3.1, thallium flux FluxOr; stronger effect = lower value | 340,000 tested, 0.95% active;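 active = maximum activity change below -70%; inconclusive = maximum activity change from -70% to -50%; inactive = maximum activity change above -50%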;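 also: thallium influx rate constant from kinetic fluorescence after stimulation buffer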
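U2OS cells transduced with KCNH2 3.1 mutant virus (1.77 x 10^8 /mL, 4 h), plated overnight at 37 C, loaded 45 min with FluxOr dye plus Red40 quencher. Thallium flux rate constant from kinetic reads after stimulation buffer, normalised to controls.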
Numbers without * were called inactive; u = inconclusive; x = not tested or not shown; [ ] = remark or other dose. Unless noted, calls follow the shape of the dose curve; as a rule, active = well fitted curve in the direction sought with a large enough effect; inconclusive = small, poorly fitted or top-dose-only effect, or another doubt; inactive = no such curve, though single readings can be large; an effect the other way counts as inactive or inconclusive. Unless noted, % is scaled to controls: 0 for no effect and ±100 for the full control effect.

SMILES,Chronic BCR inh,uPA generation,PKM2 act,Giardia killer,KCNH2 WT inh,GALK inh,B2AR arrestin,USP2a block,FBPA coupling cs,Eya2 inh,KCNH2 3.1 inh
CC(C(=O)N(C1CC1)C1(C(=O)Nc2ccccc2)CCCC1)N1C(=O)c2ccccc2C1=O (configuration not stated),-5.8%,5.8%,0.6%,3.2,-4.7,0.9%,0.3%,-0.5%,-1.9,-8.9%[15.4 µM],-8.9
COc1cccc(CC(=O)n2nc(N)c3cc4ccc(OC)cc4nc32)c1,u,70.1%[activator],-0.2%,-10.8,-18.1,2.4%,-1.0%,3.2%,3.3,-4.2%,-14.2
Cc1ccc(C)c(OCc2nnc(N)s2)c1,-0.7%,-10.1%,0.0%,0.7,-11.4,-1.1%,-0.1%,-4.3%,4.4,-7.1%,-10.1
COc1ccc(Nc2oc(COc3cccc(C)c3)nc2C#N)cc1,u,1.4%,1.3%,-1.7,6.7,0.0%,0.1%,0.2%,-1.5,-11.1%,-4.1
CC(C)NC(=O)NC(=O)COc1ccc(Br)cc1Br,4.4%,1.6%,5.3%,-4.4,-2.1,-0.3%,-0.3%,-1.0%,1.2,-10.8%,-14.2
O=C1c2cccc3c(N4CCOCC4)c([N+](=O)[O-])cc(c23)C(=O)N1c1cccc2ccccc12,u,4.7%,-7.3%,13.3,-7.4,4.7%,-1.3%,-7.7%,6.1,3.2%,x
CCc1ccc(CCC(=O)Nc2ccc(Br)cc2)o1,u,u,2.1%,14.7,-5.5,-2.2%,0.5%,-1.1%,0.5,u,-1.8
CC(=O)Nc1ccccc1-c1nc2ccc(C(=O)N3CCN(c4cc(C)ccc4C)CC3)cc2[nH]c1=O,u,-1.0%,0.1%,3.3,-31.6,1.9%,0.3%,0.2%,-3.7,-0.2%,-0.4
CCOc1cccc(N2C(=O)CC(N3CCC(C(N)=O)(N4CCCCC4)CC3)C2=O)c1 (configuration not stated),-1.4%,-2.5%,-0.3%,-10.0,13.2,6.1%,-0.2%,0.2%,1.3,3.3%,-11.7
CC12CN3CC(C)(CN(C1)C3c1ccc3c(c1)OCO3)C2 (configuration not stated),-1.0%,6.2%,-0.9%,16.5,2.6,6.7%,-0.2%,-3.2%,0.1,0.0%,5.7
O=c1cc(-c2ccccc2Cl)oc2c(NS(=O)(=O)c3cccs3)ccc(O)c12,-1.3%,-18.2%,u,11.9,-6.1,1.7%,-0.1%,1.7%,6.4,2.8%,-1.6
O=C(NCCCN1CCN(c2cccc(Cl)c2)CC1)c1nc(-c2ccncc2)no1,u,5.1%,-6.4%,8.3,18.6,-2.2%,0.2%,0.4%,2.3,11.1%,-23.6
O=C(CNC(=O)[C@@H]1Cc2ccccc2CN1)NC1CCCC1,-4.0%,-9.3%,x,-4.0,2.6,6.6%,0.0%,1.6%,x,-22.2%,-16.0
Cc1ccc(-c2nnc(N3CCOCC3)c3ccccc23)cc1S(=O)(=O)N(C)C,-0.9%,4.3%,x,9.0,3.6,1.5%,-0.1%,-1.4%,-4.7,28.1%,8.9
[O-]/[N+](=C\c1ccccc1)c1ccccc1,4.4%,16.4%,x,0.5,x,x,0.2%,0.8%,x,4.7%,x
CC(C)(C)NC(=O)c1ccccc1-c1nc(-c2ccccc2Cl)no1,1.6%,9.6%,-0.4%,14.5,3.6,-4.1%,0.5%,-1.7%,2.6,20.0%,-3.0
COc1cc(S(=O)(=O)N(Cc2ccccn2)Cc2ccccc2Cl)ccc1-n1cnnn1,2.2%,-6.7%,-3.3%,23.3,-16.2,-2.0%,-0.5%,1.8%,-0.7,5.8%,20.5
O=C(Cn1cnc([N+](=O)[O-])n1)N/N=C/c1ccc2ccccc2c1,-5.5%,1.9%,1.0%,3.6,-2.4,-1.1%,-0.4%,1.8%,-1.9,-2.8%,-5.3
CCCOc1ccc(CC(=O)NNC(=S)Nc2ccccc2)cc1Br,-20.8%,0.6%,1.6%,-2.7,-7.5,-2.4%,-0.7%,-3.5%,1.9,-0.9%,3.0
COc1ccc(C2c3ccsc3CCN2C(=O)NC(C)(C)C)cc1 (configuration not stated),-14.8%,-0.9%,-1.9%,1.5,5.7,-1.4%,-0.3%,-0.5%,-0.5,-0.2%,-14.7
COC(=O)Cn1c(=O)c2c(nc(Br)n2Cc2ccccc2Cl)n(C)c1=O,u,-0.7%,-23.7%,6.0,-9.8,x,-0.8%,3.5%,8.5,0.6%,1.3
C/C(CCc1oc2c(Br)cc(Br)cc2c1-c1ccc(C)o1)=N\O,0.9%,6.5%,15.8µM*,8.0,14.0,-2.6%,0.4%,2.6%,-2.4,-2.1%,-2.8
CCOC(=O)c1sc2ncn(CC(=O)N(CC)CC)c(=O)c2c1C,3.8%,-22.9%,22.1%,6.4,6.8,3.9%,-0.2%,7.0%,0.3,15.5%,2.2
O=C(NCCS(=O)(=O)N1CCN(c2cccc(Cl)c2)CC1)c1ccco1,-8.0%,26.2%,x,-11.3,5.5,x,0.3%,1.9%,x,-24.3%,-7.8
Cc1cc(OCC(=O)Nc2ccccn2)c2c(C)cc(=O)oc2c1,-1.6%,4.8%,x,-16.9,-13.1,4.0%,0.3%,3.2%,x,-2.9%,0.9
O=S(=O)(c1ccc(Cl)cc1)N1CCC(c2nc3ccccc3[nH]2)CC1,-0.4%,-8.9%,x,12.5,14.1,0.4%,0.1%,3.2%,-0.4,-24.3%,-24.1
CCNC(=O)CNC(=O)c1nn(Cc2ccccc2)c(=O)c2ccccc12,0.1%,-7.5%,x,-3.2,17.9,-0.4%,-0.3%,1.2%,1.3,15.2%,-15.8
O=C(CN(c1ccccc1Cl)S(=O)(=O)c1ccccc1)N/N=C/c1ccccc1C(=O)O,6.2%,3.1%,6.2%,-3.3,7.1,-3.5%,-0.9%,-1.0%,6.5,5.6%,-1.7
COc1cc(/C=N/Nc2nc3ccccc3o2)cc(OC)c1O,u,-2.9%,-0.2%,2.1,-4.7,-1.4%,0.3%,0.7%,-10.5,2.2%,-8.3
O=C(O)C1CCCCC1C(=O)NCCCn1ccnc1 (configuration not stated),10.5%,x,-3.8%,-3.9,-15.5,0.6%,-0.1%,7.5%,-0.3,14.7%,-2.1
CCOC(=O)C1CCN(c2c(N3CCCCCC3)c(=O)c2=O)CC1,u,-17.9%,-8.9%,7.3,19.3,-2.1%,0.3%,4.9%,2.5,1.0%,7.6
CC(C)NC(=O)Cn1nnc(-c2cccc(NC(=O)c3ccccc3F)c2)n1,1.6%,-2.5%,0.0%,-9.6,-11.5,-1.7%,-0.3%,0.6%,2.4,-9.9%,-0.8
CC(C)CCN(C(=O)c1csnn1)C(C(=O)NC1CCCC1)c1ccc(F)cc1 (configuration not stated),u,8.6%,x,-26.0,4.9,5.1%,-0.5%,0.2%,-0.8,-25.0%,4.1
Cc1ccc(OCC(=O)NNC(=O)C2CSC3(C)CCC(=O)N23)cc1 (configuration not stated),-1.5%,15.4%,x,6.9,2.2,x,-0.3%,-3.7%,x,8.5%,-1.8
O=C(COC(=O)c1n[nH]c2ccccc12)Nc1ccccc1F,u,1.7%,x,-19.7,-5.5,x,-0.2%,2.3%,x,-14.6%,1.3
CNc1c(N)c(=O)oc2ccccc12,u,1.3%,-11.7%,17.8,7.1,0.1%,-0.2%,-0.4%,2.8,10.9%,-17.0
CCN1C(=O)S/C(=C/c2ccc(Sc3nc4ccccc4[nH]3)o2)C1=O,u,-9.7%,23.7%,-4.6,6.1,0.0%,-0.3%,-9.8%,-10.0,-1.5%,-9.9
COCCN(C(=O)c1ccccc1OC)c1nnc(C)s1,-2.5%,7.0%,-24.1%,1.0,-9.2,0.8%,-0.2%,2.2%,-0.5,4.0%,-13.2
CCc1ccccc1N1CCN(S(=O)(=O)c2ccc(F)c(C)c2)CC1,17.9%,1.9%,-1.9%,-8.1,-2.4,-0.2%,0.1%,1.3%,0.3,13.4%,-17.7
CC1CCN(C(=O)COC(=O)C23CC4CC(CC(O)(C4)C2)C3)CC1,-0.1%,-25.2%,x,22.0,4.4,x,0.0%,3.0%,x,-10.3%,6.2
